Bioassay records (PubChem BioAssay)
Efflux pump mplx: inhibitors of Candida antifungal efflux pumps expressed in yeast; AID 485275; hit rate 0.44% among 330,000; inhibition, % at 10 µM; S. cerevisiae Candida pump triplex, Nile Red efflux;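 active means plate passing quality check with inhibition over a set limit, or well fluorescence over plate mean plus 4 SD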;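 further: Nile Red retained in pooled yeast measured as flow cytometry median fluorescence; 0% = buffer negative control and 100% = Enniatin B positive control; higher means more Nile Red kept so more efflux inhibition; some compounds called inactive have numbers as strong as hits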
GLD-1 RNA inh: GLD-1-TGE RNA interaction inhibition (C. elegans); Q17339; purified GLD-1 + fluorescein TGE RNA, fluorescence polarization; inhibition, % at 5.96 µM; hit rate 0.44% among 320,000; AID 2280;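 active means percent inhibition above a per-plate cutoff, the plate mean of test compounds plus 3 SD, cut at about 30% in these data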;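 further: 0% = DMSO wells with GLD-1 and probe and 100% = wells lacking GLD-1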
Target sequence (Q17339 whole entry, looked up): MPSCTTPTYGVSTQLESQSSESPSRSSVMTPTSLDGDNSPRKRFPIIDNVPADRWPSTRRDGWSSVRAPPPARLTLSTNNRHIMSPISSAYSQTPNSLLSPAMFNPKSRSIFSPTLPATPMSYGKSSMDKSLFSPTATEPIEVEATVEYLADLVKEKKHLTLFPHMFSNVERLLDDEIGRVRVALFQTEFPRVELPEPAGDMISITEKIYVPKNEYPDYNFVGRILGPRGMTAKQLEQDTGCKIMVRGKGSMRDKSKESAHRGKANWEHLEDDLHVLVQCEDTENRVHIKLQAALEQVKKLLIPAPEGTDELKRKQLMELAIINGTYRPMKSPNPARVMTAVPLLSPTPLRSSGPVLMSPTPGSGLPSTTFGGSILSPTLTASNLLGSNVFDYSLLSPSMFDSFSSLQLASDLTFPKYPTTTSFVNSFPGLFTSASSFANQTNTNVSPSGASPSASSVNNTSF
CR mimetic SO: yeast age-related superoxide inhibition as caloric restriction mimetic; hit rate 0.18% among 330,000; superoxide response (% of plate mean), % at 10 µM; S. cerevisiae aged cells, superoxide DHE fluorescence; hits give low values; AID 2690;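 active means superoxide response under a set limit, about three screen SD below normal, cut at about 65% in these data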;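 further: yeast aged for seven days with compound at 30 °C before DHE staining; 100% = average MFI of all compound-treated wells on the plate with controls excluded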
The depositor's hits bear a star. Not all compounds are listed; the hit share may differ from the screen's.

SMILES	Efflux pump mplx	GLD-1 RNA inh	CR mimetic SO
CC1(C)C(=O)Nc2ccccc2N1C(=O)COC(=O)Cc1ccc(Cl)c(Cl)c1	-0.2	1	89
Cc1ccc(S(=O)(=O)N(C)CC(=O)NCCCn2nc(C)cc2C)cc1	0.0	5	103
Cc1ccc(NC(=O)COC(=O)CCNS(=O)(=O)c2c(Cl)cccc2Cl)cc1	-0.2	-2	93
O=C(CCS(=O)(=O)c1ccc(Cl)cc1)NC1CCCC1	-0.1	6	104
Cc1nc(SCC(=O)Nc2ccc3[nH]c(=O)[nH]c3c2)nc(C)c1C	0.1	4	120
Cc1ccc(SCC(=O)Nc2cc(S(=O)(=O)N3CCCCC3)ccc2C)cc1	0.2	-2	110
COC(=O)[C@@]12CCCN1[C@H](c1ccc(-c3ccc(Cl)c(Cl)c3)c(OC)c1)[C@H]1C(=O)N(C)C(=O)[C@H]12	0.1	5	84
O=C(CCNC(=O)c1ccccc1Cl)Nc1ccc(S(=O)(=O)Nc2nccs2)cc1	-0.1	-4	107
COCCNc1oc(-c2ccccc2Cl)nc1S(=O)(=O)c1ccc(C)cc1	0.3	-2	97
Cc1ccsc1CNc1ncnc2ccc(-c3c(C)noc3C)cc12	0.1	-3	108
NS(=O)(=O)c1ccc(NC(=O)COC(=O)CCCN2C(=O)c3cccc4cccc(c34)C2=O)cc1	-0.1	2	90
COc1ccc(NC(=O)CN(C)C2=NS(=O)(=O)c3ccccc32)cc1Cl	0.0	0	99
CC(C)(C)OC(=O)C[C@@H]1C/C=C\C[C@@H](CC(=O)NCCO)C(=O)NC[C@@H](c2ccccc2)OC1=O	0.0	-6	106
Cc1ccc(NC(=O)C2CCN(S(=O)(=O)c3cc([N+](=O)[O-])ccc3Cl)CC2)nc1	-0.2	3	122
COC(=O)[C@]1(Cc2ccccc2)N[C@H](CN(C)C(=O)Nc2ccc(F)cc2)[C@@H]2C(=O)N(C)C(=O)[C@@H]21	-0.1	2	110
CSc1ncccc1C(=O)OCC(=O)N1CC2(C)CC1CC(C)(C)C2 (stereo not drawn)	-0.1	3	88
CCOc1ncccc1C(=O)Nc1cc(S(=O)(=O)N(CC)CC)ccc1N1CCOCC1	0.1	0	91
Cc1[nH]c2ccccc2c1C=NNC(=O)c1cc(-c2cccnc2)nc2ccccc12	0.6	0	99
O=C(COC(=O)/C=C/c1ccccc1)NCc1ccc2c(c1)OCO2	-0.2	-4	100
CCOc1ccccc1Nc1nnc(SCC(=O)NC2CC2)s1	0.3	4	124
COc1ccc(C(C)(C)C)cc1NC(=O)C1=CC=CN2CCS(=O)(=O)N=C12	0.1	5	104
O=C1CN(C(=O)COC(=O)c2ccc(Br)o2)c2ccccc2N1	0.2	-1	109
C[C@H]1O[C@@H](O[C@H]2CC[C@@]3(C)C(CC[C@]4(C)C3C=C[C@]35OC[C@@]6(CCC(C)(C)C[C@H]63)[C@@H](O)C[C@]54C)[C@]2(C)CO)[C@H](O)[C@@H](O[C@@H]2O[C@H](CO)[C@@H](O)[C@H](O)[C@H]2O)[C@H]1O (stereo partly drawn)	0.5	4	110
CCCC(=O)Nc1ccc(C(=O)COC(=O)C2CC2)cc1	-0.1	0	98
O=C(COC(=O)c1c(Cl)cccc1Cl)NCc1cccs1	-0.3	1	94

4 entries from above, with each value named:
> CCOc1ncccc1C(=O)Nc1cc(S(=O)(=O)N(CC)CC)ccc1N1CCOCC1
  Efflux pump mplx: 0.1 | GLD-1 RNA inh: 0 | CR mimetic SO: 91
> Cc1[nH]c2ccccc2c1C=NNC(=O)c1cc(-c2cccnc2)nc2ccccc12
  Efflux pump mplx: 0.6 | GLD-1 RNA inh: 0 | CR mimetic SO: 99
> O=C(COC(=O)/C=C/c1ccccc1)NCc1ccc2c(c1)OCO2
  Efflux pump mplx: -0.2 | GLD-1 RNA inh: -4 | CR mimetic SO: 100
> CCOc1ccccc1Nc1nnc(SCC(=O)NC2CC2)s1
  Efflux pump mplx: 0.3 | GLD-1 RNA inh: 4 | CR mimetic SO: 124

Sorted by SMILES length (low to high): part of the list above
SMILES	Efflux pump mplx	GLD-1 RNA inh	CR mimetic SO
COCCNc1oc(-c2ccccc2Cl)nc1S(=O)(=O)c1ccc(C)cc1	0.3	-2	97
COC(=O)[C@@]12CCCN1[C@H](c1ccc(-c3ccc(Cl)c(Cl)c3)c(OC)c1)[C@H]1C(=O)N(C)C(=O)[C@H]12	0.1	5	84
C[C@H]1O[C@@H](O[C@H]2CC[C@@]3(C)C(CC[C@]4(C)C3C=C[C@]35OC[C@@]6(CCC(C)(C)C[C@H]63)[C@@H](O)C[C@]54C)[C@]2(C)CO)[C@H](O)[C@@H](O[C@@H]2O[C@H](CO)[C@@H](O)[C@H](O)[C@H]2O)[C@H]1O (stereo partly drawn)	0.5	4	110

Next section
SMILES	Efflux pump mplx	GLD-1 RNA inh	CR mimetic SO
Cc1cnc(C(=O)OCC(=O)Nc2cccc3ccccc23)cn1	0.0	5	93
Cc1ccc(S(=O)(=O)N(C)C[C@@H]2Oc3ccc(NC(=O)Cn4cnnn4)cc3C(=O)N([C@@H](C)CO)C[C@H]2C)cc1	-0.3	-4	99
O=C(N[C@H]1C/C=C\C[C@@H](CC(=O)N(CCO)Cc2ccccc2)C(=O)N2CCC[C@@H]2COC1=O)OCC1c2ccccc2-c2ccccc21	0.2	4	96
CC1CC(C)CN(C(=O)COC(=O)c2cncc(Br)c2)C1 (stereo not drawn)	0.1	1	95
C[C@H](CO)N1C[C@H](C)[C@@H](CN(C)Cc2ccncc2)Oc2c(NC(=O)C3CC3)cccc2C1=O	-0.2	-2	117
COc1cc2sc(-c3ccccc3OC)c(-c3ccc(OCCN4CCCCC4)cc3)c2cc1OC	0.2	3	107
C[C@H](CO)N1C[C@H](C)[C@@H](CN(C)S(=O)(=O)c2cccs2)Oc2ccc(NC(=O)Nc3ccc(C(F)(F)F)cc3)cc2C1=O	-0.2	13	90
CCN(c1ccccc1)S(=O)(=O)c1ccc(N2CCN(c3ccc(O)cc3)CC2)nc1	-0.1	5	84
COc1cccc(NC(=O)CN(C)C(=O)C2CC3C=CC2C3)c1 (stereo not drawn)	0.1	8	94
COc1ccc(NC(=O)CSc2nc(C)cs2)c([N+](=O)[O-])c1	0.1	-1	101
CC1(C)CC[C@]2(C(=O)O[C@@H]3OC(CO)[C@@H](O)[C@H](O)[C@H]3O)CC[C@]3(C)C(=CCC4[C@@]5(C)CC[C@H](O[C@@H]6OC(C(=O)O)[C@@H](O)[C@H](O)[C@H]6O)C(C)(C)C5CC[C@]43C)[C@@H]2C1 (stereo partly drawn)	0.5	3	106
C=CCN(Cc1cccs1)C(=O)COc1ccc2c(c1)OCO2	0.1	2	94
O=C(NN=Cc1ccc(F)cc1)c1cccc(S(=O)(=O)N2CCCC2)c1	0.6	-1	99
NC(=O)C1CCN(C(=O)c2cc(-c3ccc(Cl)cc3)nc3ccccc23)CC1	-0.3	7	99
CC1(C)CC(NC(=O)c2cc(S(=O)(=O)N3CCOCC3)ccc2Cl)CC(C)(C)N1	0.0	5	97
COc1cccc(NC(=O)CSc2cccc[n+]2[O-])c1	-0.1	4	115
COc1ccc(-c2cccc(-c3nc4ccc(Cl)cn4c3NC3CCCCC3)c2)cc1	-0.1	-17	74
Cc1ccc(NC(=O)C2CC2)cc1S(=O)(=O)N1CCOCC1	-0.2	6	93
CC(=O)C[C@@H](O)CC(=O)[C@@H]1OC(=O)[C@@H](C)CCCCc2ccccc21	-0.3	8	88
CC(=O)c1c(C)[nH]c(C(=O)COC(=O)c2ccc(C)s2)c1C	-0.1	-6	94
COc1ccc(NC(=O)N(C)C[C@H]2Oc3ccc(NC(=O)CCN4CCOCC4)cc3C(=O)N([C@@H](C)CO)C[C@H]2C)cc1	-0.1	-1	90
O=Cc1ccc(C(=O)OCC(=O)NCc2ccco2)cc1	0.1	7	104
O=C(O)c1cc(S(=O)(=O)NCCCN2CCCC2=O)ccc1Cl	-0.1	-11	87
Cc1c(C(=O)OCC(=O)NCC2CCCO2)oc2ccccc12 (stereo not drawn)	0.0	2	111
CCN(C[C@H]1N[C@@](CC)(C(=O)OC)[C@H]2C(=O)N(C)C(=O)[C@@H]12)S(=O)(=O)c1ccccc1	-0.6	-1	80

Later entries:
SMILES	Efflux pump mplx	GLD-1 RNA inh	CR mimetic SO
COc1cc2sc(-c3ccc(S(C)(=O)=O)cc3)c(C#CCO)c2cc1OC	-0.3	6	97
COc1ccc(CNC(=O)COC(=O)c2ccc(S(=O)(=O)NCc3ccco3)cc2)cc1	0.2	7	104
O=C1NC[C@H](c2ccccc2)OC(=O)[C@H](Cc2ccc(F)cc2)C/C=C\C[C@@H]1CC(=O)N(CCO)Cc1ccccc1	0.0	2	109
CC(C#N)OC(=O)c1cccnc1SCC(=O)Nc1ccc2c(c1)OCO2 (stereo not drawn)	-0.1	4	107
CCC(CO)Oc1cc(NC(=O)c2ccccc2F)c2ncn(C(C)C)c2c1 (stereo not drawn)	0.9	-2	122
CN(CC(=O)Nc1ccccc1Cl)C(=O)CN1C(=O)C2CC=CCC2C1=O (stereo not drawn)	0.0	3	109
NC(=O)c1ccc(NC(=O)COC(=O)CC2CC3CCC2C3)cc1 (stereo not drawn)	-0.1	-4	119
O=C(Nc1ccccc1)c1nc[nH]c1C(=O)NCCNC(=O)c1[nH]cnc1C(=O)Nc1ccccc1	0.5	6	108
CC(=O)c1ccc(NC(=O)COC(=O)CC2CC3CCC2C3)cc1 (stereo not drawn)	-0.1	3	100
Cc1ccc(OCCC(=O)OCC(=O)NC2CCCC(C)C2C)cc1 (stereo not drawn)	0.0	1	82
CCOC(=O)c1c(C)[nH]c(C)c1C(=O)COC(=O)/C=C/c1ccccc1[N+](=O)[O-]	-0.2	4	84
CCCc1nc2ccccc2c(C(=O)OCC(=O)NC2CC2)c1CC	0.0	7	78
COc1ccc(CCNC(=O)COC(=O)Cc2c[nH]c3ccccc23)cc1OC	0.2	-4	109
O=C(COC(=O)c1cc[n+]([O-])cc1)Nc1ccc(Cl)c(C(F)(F)F)c1	0.2	8	103
CC(NC(=O)COC(=O)c1ccc(N2CCCC2=O)cc1)c1ccc(F)cc1 (stereo not drawn)	-0.5	1	109
CCOc1ncccc1C(=O)Nc1ccc(S(=O)(=O)N2CC(C)CC(C)C2)cc1 (stereo not drawn)	0.0	4	79
CC(Oc1ccc(Cl)cc1)C(=O)Nc1ccccc1N1CCOCC1 (stereo not drawn)	0.2	8	100
CC[C@@H]1C=C(C(=O)O)[C@H](c2ccc(Cl)c(Cl)c2)N1S(=O)(=O)c1ccc(C)cc1	-0.2	1	102
CN(C)S(=O)(=O)c1ccc(NC(=O)CSc2nnc(-c3ccco3)n2N)cc1	0.1	2	106
CCOC(=O)[C@H]1[C@H]2COc3cc(OC)ccc3[C@@H]2N2C(=O)N(c3cccc(F)c3)C(=O)[C@@]12C	0.0	7	115
Cc1cccc(N2CCN(C(=O)c3oc4ccc(Br)cc4c3C)CC2)c1C	0.4	5	99
CN(C)C(=O)c1ccc(NC(=O)COC(=O)C2(c3ccccc3)CCCC2)cc1	0.2	6	85
COC(=O)[C@]1(Cc2ccccc2)N[C@H](CN(C)C(=O)Nc2ccc(Cl)cc2)[C@@H]2C(=O)N(Cc3ccccc3)C(=O)[C@@H]21	-0.2	5	103
COc1cc(S(=O)(=O)N2CCOCC2)ccc1NC(=O)COC(=O)c1cc(OC)c(OC)c(OC)c1	-0.1	-2	108
O=S(=O)(c1c(F)cccc1F)C1CCN(S(=O)(=O)c2ccc3c(c2)OCCO3)CC1	0.7	5	121

The listing continues.
SMILES	Efflux pump mplx	GLD-1 RNA inh	CR mimetic SO
COc1ccc(-c2ccc3oc(-c4ccsc4)cc(=O)c3c2)cc1F	0.0	-3	102
Cc1noc(C)c1NC(=O)Nc1ccc2c(c1)C(=O)N([C@H](C)CO)C[C@H](C)[C@H](CN(C)C)O2	0.0	4	107
O=C(COC(=O)CC1CC2CCC1C2)NCc1ccc(Cl)cc1 (stereo not drawn)	-0.3	3	107
Cc1ccc(NC(=O)COC(=O)c2ccco2)cc1S(=O)(=O)N1CCOCC1	-0.5	7	106
CC1CCCCC12NC(=O)N(CC(=O)OCc1c(F)cccc1Cl)C2=O (stereo not drawn)	0.2	1	120
O=C(COC(=O)COc1ccc(Cl)cc1Br)NC1CC1	0.1	3	105
C[C@H]1COC(=O)[C@H](CC(=O)OC(C)(C)C)C/C=C\C[C@H](CC(=O)N(CCO)Cc2ccccc2)C(=O)N1	-0.1	4	100
C[C@H](CO)N1C[C@H](C)[C@@H](CN(C)Cc2ccc(-c3ccccc3)cc2)Oc2c(NC(=O)Nc3ccc4c(c3)OCO4)cccc2C1=O	0.0	4	114
COc1ccccc1CNC(=O)c1ccc(NC(=O)CC2SC(N3CCCC3)=NC2=O)cc1 (stereo not drawn)	0.1	2	100
C[C@@H]1CN([C@@H](C)CO)C(=O)c2cc(NC(=O)Nc3ccc4c(c3)OCO4)ccc2O[C@H]1CN(C)S(=O)(=O)c1cn(C)cn1	-0.4	2	94
CSCCC1NC(=O)N(CC(=O)Nc2ccc(Cl)c(S(=O)(=O)N3CCOCC3)c2)C1=O (stereo not drawn)	-0.1	2	99
Cn1cccc1C(=O)OCC(=O)N1CCN(c2ccccc2)CC1	-0.2	0	79
COc1ccc(C2=CCC3CCCCN3C2)cc1OC (stereo not drawn)	-0.4	-4	83
CCc1nnc(NC(=O)COC(=O)c2cc(OC)cc(OC)c2)s1	-0.1	-3	107
Cc1noc(C)c1COC(=O)c1cc(S(=O)(=O)N2CCOCC2)ccc1Cl	-0.3	5	105
O=C(O)c1ccccc1NS(=O)(=O)c1ccc(NN=Cc2cccc(Cl)c2)c([N+](=O)[O-])c1	0.0	9	92
Cc1cc(OCCCC(=O)NCCc2nnc3ccccn23)ccc1Cl	0.4	3	99
